Bioassay records as filed in PubChem.
ELG1 repair inh: ELG1-dependent DNA repair inhibition; HEK293T ELG1-luciferase reporter, luminescence, 16 h; DNA damage induced by 5-fluorouridine; Potency, µM (titrated, usually from 46.1 µM), for inactives: top-dose activity change, negative = inhibition, actives largely listed as inhibitors; actives 2.3% (n = 330,000); note: potency is the fitted concentration of half-maximal effect; % is set by controls: 0 for no effect and ±100 for the full control effect; nearly all actives have a fitted effect of over 55% in size
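In this reporter screen, reduction of luminescence relative to DMSO vehicle indicated activity. Compounds and 5-fluorouridine were added together to 2,000 cells per well, incubated for 16 hr at 37 °C, then developed with ONE-Glo.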
PTAP TSG101 blk: blocks PTAP/TSG101 interaction to inhibit HIV-1 budding. Q99816. Fluorescence polarization, FITC-PTAP peptide / Tsg101 binding. Potency, µM (doses to about 115 µM), without a hit: at the highest dose activity change, negative = inhibition, hits mostly inhibitors. 340,000 tested, under 10 active; active = well fitted inhibition curve with a large enough effect in the main read-out, with a control signal flat, not every such curve was filed as active; inconclusive = small, poorly fitted or top-dose-only effect, or effect the other way, or a change in a side signal; inactive = no such curve, though single readings can be large or run the other way; note: potency is the fitted concentration of half-maximal effect; % of control where 0% means no effect
Target sequence (Q99816 whole entry, looked up): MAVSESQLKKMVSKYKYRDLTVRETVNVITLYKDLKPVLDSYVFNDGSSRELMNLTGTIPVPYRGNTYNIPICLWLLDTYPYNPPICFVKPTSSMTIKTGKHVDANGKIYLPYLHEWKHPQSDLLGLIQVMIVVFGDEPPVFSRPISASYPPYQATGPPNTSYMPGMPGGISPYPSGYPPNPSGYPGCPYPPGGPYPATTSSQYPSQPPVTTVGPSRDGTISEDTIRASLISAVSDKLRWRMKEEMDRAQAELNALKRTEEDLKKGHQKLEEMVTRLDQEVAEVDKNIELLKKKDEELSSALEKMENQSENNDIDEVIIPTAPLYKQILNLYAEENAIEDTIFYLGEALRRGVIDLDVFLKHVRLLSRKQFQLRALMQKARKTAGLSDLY
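Fluorescence polarization binding of Tsg101 binding domain (10 uM final) to FITC-labeled PTAP peptide (50 nM final) in HEPES pH 7.5 buffer with NaCl, Tween 20, EDTA, TCEP. Compounds added before peptide; binding 20 min at RT.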
BRCA1 expr act: increases BRCA1 expression | AID 624202 | actives 1.1% (n = 380,000) | MCF7-BRCA1-FFLuc reporter, luminescence, 48 h; response scale: scaled: vehicle 0%, 10 µM genistein 100% | Potency, µM (highest dose often 46.1 µM), without a hit: at the highest dose activation, actives largely listed as activators; note: potency is the fitted concentration of half-maximal effect; nearly all actives have a fitted effect of over 80% in size; some results filed as inactive show a strong effect at the top dose
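Compounds are tested at multiple concentrations on MCF7 BRCA1-luciferase reporter cells seeded at 2000 per well; after 48 h, a single luminescence end-point is taken and curves fitted to the normalized data.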
TCR activator: activates T cell receptor signaling; 330,000 tested, under 10 active; AID 504894; primary human leukocytes, anti-CD3, IL-2 HTRF, 48 h; Potency, µM (titrated, usually from 9.22 µM), for the others: top-dose activation of IL-2 secretion, hits mostly activators; note: % of control where 0% means no effect
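48 hr co-incubation of compounds, a-CD3 beads and primary human leukocytes; IL-2 quantified homogeneously by HTRF with anti-IL-2 K and d2 conjugates.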
CXXC DNA block: MLL CXXC-DNA interaction inhibition | Q03164 | actives 0.037% (n = 290,000) | MLL-CXXC / FITC-HOXA9 DNA fluorescence polarization | AID 2662 | Potency, µM (top dose mostly 115 µM), for the others: top-dose activity change, negative = inhibition, actives largely listed as inhibitors; active = well fitted inhibition curve with a large enough effect in the polarisation, with a control signal flat, not every such curve was filed as active; inconclusive = small, poorly fitted or top-dose-only effect, or effect the other way, or a change in a side signal; inactive = no such curve, though single readings can be large or run the other way; the % refers to the polarisation; note: potency is the fitted concentration of half-maximal effect
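Purified MLL-CXXC (added from a 7 uM solution) was preincubated 5 min at ambient with pinned compounds in 50 mM Tris-HCl pH 7.5, 50 mM NaCl, 1 mM DTT, 0.05% BSA. Fluorescein-labeled HOX-A9 DNA (50 nM solution) followed, 30 min, then polarization read.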
a7 integrin act: activates integrin-mediated alleviation for muscular dystrophy; alpha7betagal myoblasts, beta-gal FDG fluorescence, 48 h; Potency, µM (doses to about 38.3 µM), without a hit: at the top dose activation, hits mostly activators; actives 0.064% (n = 350,000); AID 624291;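 note: potency is the fitted concentration of half-maximal effect; 100% = response of the positive control SU9516; nearly all actives have a fitted effect of over 60% in size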
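Alpha7betagal+/- myoblasts (passage 13) were plated 16-24 hr, then exposed to compounds (1:260 dilution of DMSO stock) for 48 hours at 37C. After MPER lysis, β-galactosidase reporter activity was read as FDG fluorescence (ex 480/em 540) after 30 minutes.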
p53 reactivation: mutant p53 re-activation in reporter cells; AID 504706; H1299 p53-A138V BP100-luciferase reporter, luminescence, 24 h; Potency, µM (top dose mostly 92.2 µM), inactives show top-dose activity change, positive = activation, hits mostly activators; actives 0.063% (n = 320,000); note: potency is the fitted concentration of half-maximal effect; % of control where 0% means no effect; nearly all actives have a fitted effect of over 45% in size
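p53-null H1299 cells stably carrying temperature-sensitive p53-A138V and a BP100-luciferase reporter were pinned with compounds (4-point, 1:5 series) and held 24 hrs at 37 deg C. Luminescence was read 10 min after detection reagent.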
TRPV1 agonist: activates the human vanilloid receptor TRPV1; actives 0.19% (n = 320,000); activation, % at 8.33 µM; AID 540275; TRPV1-expressing cells, Fluo-8 calcium influx, agonist mode; in the data active = activation above about 80%; inconclusive = between about 30% and that limit; note: 0% is about no effect
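TRPV1-expressing cells were cultured overnight at 35.5C and loaded with Fluo-8 calcium dye for 40 to 90 min at room temperature. After a 10 s baseline, compound was added and calcium influx was read kinetically for 3 min (ex 480/em 520 nm).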
AT treatment: potential ataxia-telangiectasia treatment; […] A-T fibroblasts, KAP-1 phosphorylation AlphaLISA; neocarzinostatin DNA damage 30 min before lysis; actives 0.19% (n = 320,000); AID 485349; Potency, µM (doses to about 57.5 µM), for the others: at the top dose activation, actives largely listed as activators; note: potency is the fitted concentration of half-maximal effect; % of control where 0% means no effect; nearly all actives have a fitted effect of over 45% in size
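hTERT-immortalized A-T patient fibroblasts ([…]), 500 cells/well in OPTI-MEM, 1% FBS, got compounds for 60 min, then NCS for 30 min at 37C. Lysates were then assayed for phospho-KAP-1 by AlphaLISA (anti-pKAP1 donor, anti-KAP1 acceptor beads), 6 hr at 25C.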
B2AR arrestin: agonists driving beta-arrestin recruitment to human beta2-adrenergic receptor | P07550 | beta-arrestin recruitment to beta2AR, cell-based reporter | Potency, µM (highest dose often 46.1 µM), inactives show at the highest dose activation, most hits filed as activators | actives 0.02% (n = 330,000);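 note: potency is the fitted concentration of half-maximal effect; 0% = DMSO controls and full agonism = EC100 isoproterenol or metaproterenol; nearly all actives have a fitted effect of over 65% in size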
Target sequence (P07550 whole entry, looked up): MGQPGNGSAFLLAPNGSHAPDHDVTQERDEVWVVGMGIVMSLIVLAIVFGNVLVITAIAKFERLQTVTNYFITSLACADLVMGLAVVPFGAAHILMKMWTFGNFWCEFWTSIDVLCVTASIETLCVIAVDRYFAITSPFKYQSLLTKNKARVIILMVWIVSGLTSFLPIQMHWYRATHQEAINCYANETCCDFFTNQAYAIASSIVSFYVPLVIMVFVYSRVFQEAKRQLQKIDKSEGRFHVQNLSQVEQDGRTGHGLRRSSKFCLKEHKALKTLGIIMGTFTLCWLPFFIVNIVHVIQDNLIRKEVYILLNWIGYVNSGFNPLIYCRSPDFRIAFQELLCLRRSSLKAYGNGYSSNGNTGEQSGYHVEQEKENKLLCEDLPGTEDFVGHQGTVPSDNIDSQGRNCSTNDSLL
* hit, by the source's call; ? = inconclusive; nt = not tested or not shown; [ ] = remark or other dose. Unless noted, calls come from the whole dose curve; as a rule, active = well fitted curve in the direction sought with a large enough effect; inconclusive = small, poorly fitted or top-dose-only effect, or another doubt; inactive = no such curve, though single readings can be large; an effect the other way counts as inactive or inconclusive.

No.	SMILES	TCR activator	PTAP TSG101 blk	B2AR arrestin	a7 integrin act	p53 reactivation
1	CCOC(=O)c1c(C)[nH]c(C)c1C(=O)Cn1nnc(-c2ccccc2C)n1	-1%	-6%	-1.5%	-5%	1%
2	CN(CCC#N)C(=O)COC(=O)c1ccc(CNS(=O)(=O)c2ccc(F)c(Cl)c2)cc1	4%[46.1 µM]	-1%	-1.0%	-13%	1%
3	COc1ccc2c(c1)[nH]c1c(=O)n(CC3CCCO3)cnc12 (stereo unspecified)	-23%	1%	0.1%	13%	10%
4	CN(CC(=O)NC(=O)NCc1ccccc1)CC(=O)Nc1ccc(Cl)c(Cl)c1	2%	-1%	-0.8%	7%	-9%
5	Cc1ccc(NC(=O)c2ccc(S(=O)(=O)N3CC(C)CC(C)C3)cc2)cc1S(=O)(=O)N1CCOCC1 (stereo unspecified)	2%	1%	nt	-17%	nt
6	CC(=O)N/C(=C\c1ccccc1)C(=O)Nc1ccccc1C	-1%	-1%	0.6%	?	3%
7	Cc1cc(C)c(C)c(S(=O)(=O)N2CCN(c3ccc(O)cc3)CC2)c1C	-1%	-5%	0.1%	-20%	-2%
8	Clc1ccc(C2Nc3cccc4cccc(c34)N2)cc1	-1%	-2%	-1.2%	-5%	nt
9	NC(=O)c1sc2nc(-c3ccco3)ccc2c1N	8%	-2%	?	11%	?
10	O=[N+]([O-])c1ccc(NC(=S)NCc2ccncc2)cc1	-9%	-4%	-0.2%	-35%	3%
11	COC(=O)c1cn(C(=O)c2cc(OC)cc(OC)c2)c2ccccc12	1%	1%	0.9%	34%	nt
12	CN(C(=O)/C=C/c1cnc2ccccc2c1)C1CCCCC1	2%	-8%	-0.5%	27%	10%
13	Nc1nonc1C(=O)NCCNCc1c(OCc2ccccc2F)ccc2ccccc12	-2%	0%	-0.1%	-60%[inhibitor]	0%
14	O=C(NCc1ccco1)c1ccc(Cn2cc([N+](=O)[O-])cn2)o1	-3%	0%	0.2%	12%	-1%
15	Cc1ccc(C(C#N)N2CCOCC2)cc1 (stereo unspecified)	nt	nt	-0.2%	15%	-6%

No.	AT treatment	TRPV1 agonist	ELG1 repair inh	BRCA1 expr act	CXXC DNA block
1	7%	2	-17%	-27%	0%
2	-1%	-2	11%	-21%	-2%
3	0%	16	?	?	-2%
4	-1%	19	18µM*	-15%	nt
5	nt	nt	nt	-51%	nt
6	-6%	0	-11%	-2%	-5%
7	-4%	6	?	0%	-6%
8	-5%	-12	?	-46%	-1%
9	0%	-1	?	2.5µM*	-1%
10	1%	27	?	-47%	5%
11	-2%	1	-5%	-1%	19%
12	6%	-7	?	0%	-2%
13	4%	25	?	-46%	?
14	3%	-2	4%	-11%	3%
15	1%	-2	-1%	8%	-6%

New compounds follow
No.	SMILES	TCR activator	PTAP TSG101 blk	B2AR arrestin	a7 integrin act	p53 reactivation
16	C[C@H](NC(=O)C1CCN(S(=O)(=O)c2ccccc2)CC1)C(=O)NCc1ccc(F)cc1	-5%	0%	0.4%	-2%	-1%
17	O=C(c1cnsn1)N1CCCC(Nc2ccc(F)c(F)c2)C1 (stereo unspecified)	-4%	0%	-0.3%	6%	7%
18	COc1ccccc1/C=N/N(C(C)=O)c1nc(-c2ccc(F)cc2)cs1	2%	-11%	0.1%	-2%	23%
19	COc1ccccc1CCNS(=O)(=O)c1cn(C)nc1C	5%	-1%	0.2%	1%	5%
20	COc1ccc2nc(NC(=O)CSc3cn[nH]n3)sc2c1	-6%	1%	0.1%	-17%	?
21	COc1ccc(N2CCN(S(=O)(=O)c3ccc(OC)c(C(=O)N4CCCC4)c3)CC2)cc1	-63%	-1%	-0.4%	7%	1%
22	CCOC(=O)N1CCN(C(=O)c2ccc(N(Cc3ccc(C)cc3)S(C)(=O)=O)cc2)CC1	1%	-10%	-0.1%	-11%[7.66 µM]	-5%
23	O=C1N/C(=N\N=C\c2cccs2)SC1Cc1ccc(Cl)c(Cl)c1 (stereo unspecified)	1%	-5%	-0.2%	19%	-3%
24	CC(C1CC1)N(Cc1ccccc1)C(=S)Nc1ccccc1 (stereo unspecified)	4%	-3%	-1.2%	-10%	8%
25	COCCNC(=O)c1ccc(CSc2nc3ccccc3s2)cc1	-1%	-11%	-0.6%	-12%	-6%
26	O=C(COc1ccc(Nc2ccccc2)cc1)OCC(=O)N1CCCCC1	5%	3%	-0.2%	7%	3%
27	O=C(Nc1ccncc1)c1cccs1	0%	-1%	-0.5%	14%	18%
28	Cc1ccc(C)n1-c1nn(S(=O)(=O)c2cccc3cccnc23)c2cccc(F)c12	-3%	-7%	0.2%	-6%	-6%
29	Cc1ccc(C(=O)N/N=C\c2ccncc2)s1	-7%	-3%	-0.8%	5%	9%
30	CC(=O)Nc1nc(-c2ccccc2)c(-c2ccccc2)o1	-3%[46.1 µM]	-1%	-1.3%	3%	-5%

No.	AT treatment	TRPV1 agonist	ELG1 repair inh	BRCA1 expr act	CXXC DNA block
16	18%	1	9%	8%	3%
17	19%	?	29%	-1%	1%
18	4%	-1	?	7%	12%
19	1%	2	5%	-13%	8%
20	-3%	16	?	81%	-7%
21	-1%	-1	-2%	-21%	14%
22	4%	0	-11%	-28%	2%
23	-1%	5	-12%	-36%	?
24	0%	2	-9%	-25%	9%
25	6%	7	?	39%	?
26	-6%	2	6%	-2%	9%
27	9%	-1	?	13%	26%
28	0%	-3	-2%	-19%	1%
29	5%	?	?	25%	13%
30	-1%	17	-3%	-18%	-4%

Sorted by value in B2AR arrestin (smallest number first): five of the compounds above.
cpd | structure | TCR activator | PTAP TSG101 blk | B2AR arrestin | a7 integrin act | p53 reactivation | TRPV1 agonist | CXXC DNA block
30 | CC(=O)Nc1nc(-c2ccccc2)c(-c2ccccc2)o1 | -3%[46.1 µM] | -1% | -1.3% | 3% | -5% | 17 | -4%
24 | CC(C1CC1)N(Cc1ccccc1)C(=S)Nc1ccccc1 (stereo unspecified) | 4% | -3% | -1.2% | -10% | 8% | 2 | 9%
25 | COCCNC(=O)c1ccc(CSc2nc3ccccc3s2)cc1 | -1% | -11% | -0.6% | -12% | -6% | 7 | ?
21 | COc1ccc(N2CCN(S(=O)(=O)c3ccc(OC)c(C(=O)N4CCCC4)c3)CC2)cc1 | -63% | -1% | -0.4% | 7% | 1% | -1 | 14%
18 | COc1ccccc1/C=N/N(C(C)=O)c1nc(-c2ccc(F)cc2)cs1 | 2% | -11% | 0.1% | -2% | 23% | -1 | 12%

Additional results
No.	SMILES	TCR activator	PTAP TSG101 blk	B2AR arrestin	a7 integrin act	p53 reactivation
31	O=C(NCc1cccc(Cl)c1)C1CCN(c2nnc(N3CCCC3=O)s2)CC1	-2%	-2%	-1.0%	6%	nt
32	CC(/C=N/NC(=O)c1ccncc1)=C\c1ccco1	6%	-2%	0.2%	?	3%
33	COC(=O)c1ccc(CSc2nnc(-c3c[nH]c4ccccc34)n2C)o1	-4%	0%	3.7%	-7%	-3%
34	CCN1C(=O)c2cccc3c(S(=O)(=O)Nc4ccccc4OC)ccc1c23	-4%	9%	0.4%	-17%	-4%
35	O=C(Cc1ccccc1)N1CCN=C1SCc1cccc([N+](=O)[O-])c1	0%	-1%	-0.2%	19%	2%
36	COC(=O)c1c(C(C)=O)cnc2ccc(Br)cc12	-3%	-4%	-0.1%	-7%	0%
37	O=C(NCc1ccc2c(c1)OCO2)c1ccc(-c2ccc(Cl)cc2)o1	-5%	-5%	0.0%	43%	4%
38	Cc1cccc(C)c1OCc1nnc(SCC(=O)Nc2cccc(C(=O)N3CCOCC3)c2)n1C	-10%[46.1 µM]	-1%	-0.2%	-6%	-5%

No.	AT treatment	TRPV1 agonist	ELG1 repair inh	BRCA1 expr act	CXXC DNA block
31	3%	-3	2%	11%	nt
32	-2%	13	14%	-2%	-4%
33	15%	2	-20%	-3%	3%
34	-1%	1	?	-82%	-1%
35	0%	4	?	1%	2%
36	-2%	-1	2%	-2%	-24%
37	-2%	?	-8%	-6%	-9%
38	-4%	-2	-3%	-9%	5%

Single records, from the list above:
Results for COC(=O)c1c(C(C)=O)cnc2ccc(Br)cc12 : TCR activator: -3%; PTAP TSG101 blk: -4%; B2AR arrestin: -0.1%; a7 integrin act: -7%; p53 reactivation: 0%; AT treatment: -2%; TRPV1 agonist: -1; ELG1 repair inh: 2%; BRCA1 expr act: -2%; CXXC DNA block: -24%
Results for COC(=O)c1ccc(CSc2nnc(-c3c[nH]c4ccccc34)n2C)o1 : TCR activator: -4%; PTAP TSG101 blk: 0%; B2AR arrestin: 3.7%; a7 integrin act: -7%; p53 reactivation: -3%; AT treatment: 15%; TRPV1 agonist: 2; ELG1 repair inh: -20%; BRCA1 expr act: -3%; CXXC DNA block: 3%
